Tn7 DDE FP = DD(E)-Tn7 binding inhibition, primary FP screen. FP displacement of FITC-Tn7 peptide from fibrin DD(E); 0% = median of compound wells per plate. inhibition, % at 8.3 µM. hit rate 0.13% among 370,000;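 active means inhibition above the mean of compounds falling within the control limits plus 3 SD of them, cut at about 14% in these data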;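 further: 0% = plate median of compound wells and 100% = 10 µM Aha-Tn7 peptide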
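Also added: labelled Tn7 tracer, 0.1 µM; Assay system: human fibrin DD(E) protein; Amount: 2 µM fibrin DD(E); Schedule: 10 min compound pre-incubation, 3 h probe incubation at room temperature; Repeats: one replicate per compound; Read-out basis: percent inhibition; Measured by: fluorescence polarization of the labelled Tn7 tracer.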
ARFGAP1 inhibitor = inhibits rat ARF GTPase activating protein 1. Q62848. Arfgap1-stimulated ARF1 GTP hydrolysis, GDP FP detection. inhibition, % at 16.5 µM. hit rate 0.26% among 360,000. AID 651572;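 active means inhibition above a per-plate limit, mean inhibition of low control wells plus 3 SD, cut at about 25% in these data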;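 further: 0% = DMSO wells with enzyme and 100% = wells lacking Arfgap1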
Target sequence (Q62848 1-136 limits assumed): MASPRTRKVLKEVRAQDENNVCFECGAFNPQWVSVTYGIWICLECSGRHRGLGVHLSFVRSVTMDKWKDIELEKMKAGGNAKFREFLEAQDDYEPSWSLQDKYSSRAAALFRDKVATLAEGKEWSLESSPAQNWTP
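material = rat Arfgap1 catalytic domain, aa 1-136 | also added = human ARF1(Δ1-17)-GTP substrate | compound dosing = one concentration, 16.5 µM, DMSO 1.26% | times = GTP hydrolysis reaction 2 h at 25 °C | measured by = FP, GDP Alexa 633 tracer displaced from anti-GDP antibody, 620/688 nm | evaluation = percent inhibition of Arfgap1-stimulated GTP hydrolysis | replication = single well per compound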
ASAP1 GAP inh = ASAP1 ArfGAP inhibition. Q9ULH1. ASAP1-stimulated ARF1 GTP hydrolysis, GDP FP detection. inhibition, % at 16.5 µM. hit rate 0.19% among 360,000; in the data active means inhibition above about 25%;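 further: 0% = vehicle with enzyme and substrate and 100% = no enzyme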
PLCg1 inh = PLC-gamma1 (human) inhibition, primary screen; P19174; purified PLC-gamma1, fluorogenic substrate, fluorescence; hit rate 0.84% among 370,000; inhibition, % at 12.2 µM; in the data active means inhibition above about 9.5%
PLC-beta3 inh = blocks human PLC-beta3 enzyme activity | Q01970 | Purified PLC-beta3, fluorogenic substrate, fluorescence | inhibition, % at 12.2 µM | hit rate 0.18% among 370,000 | AID 720704; in the data active means inhibition above about 11%;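 further: 0% = median of compound wells on plate and 100% = full blocker control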
Tn6 DDE FP = disrupts Tn6 cyclic peptide binding to fibrin D-Dimer-E complex; Fibrin DD(E) TRITC-Tn6 fluorescence polarization displacement; P02675; AID 720509; hit rate 0.21% among 370,000; inhibition, % at 8.3 µM;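 active means inhibition above a per-campaign cutoff: mean of compounds within control limits plus 3 SD, cut at about 15% in these data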;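 further: 0% = median of all compound wells on the plate and 100% = blocking peptide control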
KLK7 zymogen act = proKLK7 (human) activation, primary screen; AID 652039; purified proKLK7, EDANS-DABCYL substrate fluorescence; 100% is mature enzyme control, 0% vehicle; activation, % at 7 µM; hit rate 0.9% among 370,000;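 active means activation above the mean of all tested compounds plus 3 SD, computed per campaign excluding outliers beyond control limits, cut at about 13% in these data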
Target sequence (P49862 whole entry, looked up): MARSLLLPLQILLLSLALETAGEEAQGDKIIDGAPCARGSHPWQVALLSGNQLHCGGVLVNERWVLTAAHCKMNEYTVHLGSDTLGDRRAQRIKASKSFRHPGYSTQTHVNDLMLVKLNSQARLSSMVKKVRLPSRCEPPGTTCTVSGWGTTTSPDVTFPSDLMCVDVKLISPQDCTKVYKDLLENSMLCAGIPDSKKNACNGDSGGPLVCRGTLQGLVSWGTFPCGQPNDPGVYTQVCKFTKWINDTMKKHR
Rev-erbA mod = Rev-erb alpha (human) modulation | P20393 | Rev-erbα–FITC-DNA binding, fluorescence polarization, 90 min | activity, % at 10 µM | hit rate 0.79% among 370,000;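 active means activity above about 14%, limit read from the data; passing the limit was not always enough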;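 further: 0% = DMSO wells with 35 nM protein and 100% = DMSO wells with 750 nM protein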
Target sequence (P20393 whole entry, looked up): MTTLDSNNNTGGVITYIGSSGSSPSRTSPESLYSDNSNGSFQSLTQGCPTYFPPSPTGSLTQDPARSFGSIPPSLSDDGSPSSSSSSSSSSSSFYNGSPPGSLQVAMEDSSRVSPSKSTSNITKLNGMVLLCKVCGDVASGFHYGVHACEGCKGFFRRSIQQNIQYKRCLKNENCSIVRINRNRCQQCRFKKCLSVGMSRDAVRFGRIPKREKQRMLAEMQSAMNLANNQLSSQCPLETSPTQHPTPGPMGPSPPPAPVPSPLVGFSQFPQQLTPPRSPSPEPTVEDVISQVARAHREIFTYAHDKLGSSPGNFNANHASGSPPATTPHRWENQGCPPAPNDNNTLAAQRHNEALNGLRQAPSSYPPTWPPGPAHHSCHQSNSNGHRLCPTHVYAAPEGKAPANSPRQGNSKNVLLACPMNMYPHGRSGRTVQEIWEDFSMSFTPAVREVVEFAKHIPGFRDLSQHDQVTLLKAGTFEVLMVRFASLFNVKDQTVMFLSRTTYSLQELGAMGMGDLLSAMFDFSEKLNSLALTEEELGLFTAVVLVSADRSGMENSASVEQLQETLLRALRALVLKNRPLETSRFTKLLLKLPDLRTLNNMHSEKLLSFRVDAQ
UHRF1 MBD2 ctr = blocks human UHRF1 binding to methylated DNA; Q96T88; UHRF1 binding to methylated oligo, TR-FRET; inhibition, % at 4.4 µM; hit rate 0.75% among 370,000; in the data active means inhibition above about 21%;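 further: UHRF1 SRA domain binding a hemimethylated CpG hairpin DNA probe; 0% = median of test compound wells and 100% = reference inhibitor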
sPLA2-III inh = Blocks human group III sPLA2 activity | QFRET BODIPY PC-A2 liposome hydrolysis, fluorescence | inhibition, % at 12.2 µM | AID 743126 | Q9NZ20 | hit rate 0.56% among 370,000;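 active means inhibition above mean plus 3 SD of compounds lying within the high and low control bounds, cut at about 19% in these data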;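 further: 0% = median of test compound wells and 100% = no enzyme DMSO wells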
* = called active by the depositor; . = not tested or not shown.

SMILES | Tn7 DDE FP | ARFGAP1 inhibitor | ASAP1 GAP inh | PLCg1 inh | PLC-beta3 inh | Tn6 DDE FP | KLK7 zymogen act | Rev-erbA mod | UHRF1 MBD2 ctr | sPLA2-III inh
CCOc1ccc(NC(=O)c2c(NC(=O)CN3CCN(C)CC3)sc3c2CCC3)cc1 | 0 | -11 | 1 | -5 | -14 | -8 | -0.2 | -7 | 3 | 0
O=C(COC(=O)c1ccc(Cl)cc1[N+](=O)[O-])NC(=O)c1ccccc1 | 2 | 11 | 11 | -3 | -7 | 1 | 0.1 | 4 | -1 | -3
C=CCNC(=O)c1ccccc1NC(=O)c1ccccc1SC | -3 | 0 | 4 | 0 | -3 | 4 | -0.8 | 5 | -2 | -6
COc1ccccc1C(=O)N/C(=C\c1ccc(Br)cc1)C(=O)N1CCCC1 | 1 | 7 | 7 | 2 | -7 | 2 | 1.1 | -7 | -1 | -4
Cc1cc(C)c2cc(N)c(Cl)nc2n1 | -3 | 1 | 0 | -94 | -129 | 7 | 6.9 | -5 | -5 | -2
O=C(Nc1ccc(F)cc1F)N1CCCN(c2ccc(C(F)(F)F)cn2)CC1 | 2 | 1 | -3 | 0 | -6 | -1 | 0.3 | 1 | -2 | 6
Cc1ccc(C)c(NC(=O)CSc2nc3ccc(N4C(=O)c5ccccc5C4=O)cc3s2)c1 | -1 | -7 | -1 | -9 | -30 | 3 | -0.2 | -5 | 4 | 13
O=C(CSCc1ccc(Cl)cc1Cl)Nc1ccc(O)cc1C(=O)O | 1 | -2 | -9 | -22 | -27 | 8 | -0.1 | 7 | -3 | -13
CCCC(CCC)n1[nH]c(=O)c2c(C)cc(C)nc21 | -9 | 6 | 1 | -12 | -11 | 1 | 0.8 | 0 | 2 | 0
COC(=O)C[C@H]1C[C@@H]2c3cc(NC(=O)Nc4ccc(F)cc4)ccc3O[C@@H]2[C@@H](CO)O1 | 1 | -9 | 2 | -2 | -2 | -1 | -0.3 | -2 | 1 | -5
Cc1cc(NC(=O)CN2CCCCC2)no1 | 6 | -17 | -8 | 0 | -2 | 4 | -0.1 | -2 | -2 | -4
Cn1c(SCC(=O)Nc2ccccc2)nnc1C(F)(F)F | -9 | 13 | 4 | 3 | 7 | 5 | -0.5 | -5 | 2 | 2
CC(C)(C)N1CC(C(=O)O)CC1=O (stereo not given) | 4 | -8 | 5 | 3 | 1 | -1 | 0.7 | -1 | -2 | 1
Cc1ccc(C(=O)N/C(=C\c2ccc3c(c2)OCO3)C(=O)Nc2ccc(C(=O)O)cc2)cc1 | -1 | -7 | -8 | -7 | -7 | -8 | 0.4 | 1 | -1 | -8
Cc1cccc(C(=O)OCC(=O)Nc2ccccc2C(=O)NC2CC2)c1 | -7 | -6 | 14 | 0 | -2 | 6 | -0.3 | -6 | -1 | -6
S=C(N/N=C/c1ccccc1)N1CCOCC1 | -2 | -10 | -8 | -4 | -2 | 4 | -0.2 | -8 | -2 | 2
CCOC(=O)Cn1c(O)c(N=NC(=O)OC)c2ccccc21 | 1 | 5 | 5 | 2 | -2 | -7 | 0.4 | 1 | -5 | 2
Cc1c(C(=O)N2CCN(C3CCS(=O)(=O)C3)CC2)oc2c(F)cccc12 (stereo not given) | 4 | -9 | 6 | -1 | -13 | -2 | -0.8 | 6 | 2 | 7
Cc1ccccc1OCC(O)CN1CCC(C)CC1 (stereo not given) | -5 | -3 | 12 | 7 | 3 | -9 | -0.1 | -2 | 8 | -4
O=C(NCCc1c[nH]c2ccccc12)OCc1cn(-c2ccc(Cl)cc2)nn1 | 0 | . | . | -3 | -7 | -5 | 0.5 | -5 | 3 | -83
CN(Cc1cccc(F)c1)C(=O)c1ccc(NS(=O)(=O)c2ccc3[nH]c(=O)[nH]c3c2)cc1 | -5 | 9 | 5 | -13 | -9 | -10 | -0.8 | -1 | 3 | -6
CCOC(=O)C1=C(C)N(CCCC(=O)O)C(=O)NC1c1ccc([N+](=O)[O-])cc1 (stereo not given) | 0 | -11 | 4 | 1 | 2 | 6 | -0.1 | 2 | -2 | 7
COc1ccccc1NS(=O)(=O)c1ccc(Cl)c(NC(=O)C(C)N2C(=O)c3ccccc3C2=O)c1 (stereo not given) | -1 | 6 | 4 | -4 | 1 | 1 | 0.0 | 1 | 0 | 6
COc1cccc(S(=O)(=O)Nc2noc3ccccc23)c1 | 5 | -7 | -6 | 3 | -4 | 2 | 0.4 | 1 | -1 | -95
Cc1noc(C)c1COC(=O)Cc1ccc(Cl)c(Cl)c1 | 0 | 6 | -4 | 1 | -4 | 2 | 0.0 | 3 | -1 | -3

Full records as entered above:
Cc1noc(C)c1COC(=O)Cc1ccc(Cl)c(Cl)c1 as listed: Tn7 DDE FP: 0; ARFGAP1 inhibitor: 6; ASAP1 GAP inh: -4; PLCg1 inh: 1; PLC-beta3 inh: -4; Tn6 DDE FP: 2; KLK7 zymogen act: 0.0; Rev-erbA mod: 3; UHRF1 MBD2 ctr: -1; sPLA2-III inh: -3
Cc1ccccc1OCC(O)CN1CCC(C)CC1 (stereo not given) as listed: Tn7 DDE FP: -5; ARFGAP1 inhibitor: -3; ASAP1 GAP inh: 12; PLCg1 inh: 7; PLC-beta3 inh: 3; Tn6 DDE FP: -9; KLK7 zymogen act: -0.1; Rev-erbA mod: -2; UHRF1 MBD2 ctr: 8; sPLA2-III inh: -4

Back to the main list with the two entries that preceded the break.
SMILES | Tn7 DDE FP | ARFGAP1 inhibitor | ASAP1 GAP inh | PLCg1 inh | PLC-beta3 inh | Tn6 DDE FP | KLK7 zymogen act | Rev-erbA mod | UHRF1 MBD2 ctr | sPLA2-III inh
COc1cccc(S(=O)(=O)Nc2noc3ccccc23)c1 | 5 | -7 | -6 | 3 | -4 | 2 | 0.4 | 1 | -1 | -95
Cc1noc(C)c1COC(=O)Cc1ccc(Cl)c(Cl)c1 | 0 | 6 | -4 | 1 | -4 | 2 | 0.0 | 3 | -1 | -3
O=C(Nc1ccc(S(=O)(=O)Nc2ncccn2)cc1)c1cccc(S(=O)(=O)N2CCCC2)c1 | -1 | 7 | 4 | 1 | -6 | 6 | 0.1 | 0 | -1 | 7
C=CCn1c(SCC(=O)NC2CCCCC2)nnc1-c1sc(N)nc1C | -2 | -3 | 15 | 3 | 5 | -2 | 0.3 | 6 | 0 | 1
CCN(CC)C(=O)c1[nH]cnc1C(=O)Nc1ccon1 | 4 | -6 | -14 | -1 | 6 | 3 | 0.5 | -2 | 1 | 2
CC(C)CC1NC(=O)c2ccc(Cl)cc2-n2c1nc1ccc(F)cc1c2=O (stereo not given) | 0 | 0 | 17 | -3 | -2 | 0 | -0.1 | 3 | 0 | -7
O=C(N/N=C/c1cccc(O)c1)NC1CCCCC1 | -2 | 1 | 4 | 5 | -3 | -3 | -0.2 | 0 | 1 | -18
CCn1c(COc2ccc(=O)n(-c3ccccc3)n2)nnc1SCc1ccc(C)cc1 | 2 | 17 | 4 | -4 | 2 | -6 | -0.3 | -3 | 1 | 7
CC1CN2C(c3ccc([N+](=O)[O-])cc3)=CSC2=N1 (stereo not given) | 3 | 5 | -10 | -3 | -5 | 1 | -0.2 | 8 | -3 | 3
CCCC1=C(C(=O)OCC)C(c2ccc(N(C)C)cc2)n2ncnc2N1 (stereo not given) | 4 | 1 | -7 | 2 | 7 | 1 | 0.4 | 5 | 2 | 6
Cc1ccc(C)c(S(=O)(=O)N2CCCCC2CCNC(=O)C(=O)NCc2cccnc2)c1 (stereo not given) | 7 | 12 | 4 | 3 | -10 | -4 | 0.8 | -2 | 3 | 6
COC(=O)C(NC(=O)c1ccccc1)(Nc1cc(C)cc(C)n1)C(F)(F)F (stereo not given) | 1 | -2 | 5 | 0 | 1 | 6 | 0.2 | 6 | 1 | 0
Cc1cccc(-c2nc(C#N)c(N3CCCCCC3)o2)c1 | 2 | -6 | 6 | -56 | -64 | 1 | -4.6 | 1 | -2 | 1
CON(c1nc(N(C)C)nc(N(C)C)n1)S(=O)(=O)c1ccccc1Cl | 6 | 4 | -8 | 8 | 3 | -5 | 0.3 | 5 | 2 | 8
COc1ccc(CN2C(=O)[C@@H]3Cc4c([nH]c5ccccc45)C(C)(C)N3C2=O)cc1 | -8 | -6 | 10 | -4 | -3 | 5 | 0.8 | 3 | -1 | -26
COc1ccc2c(c1)c(C(C)=O)c(C)n2CCc1ccc(OC)c(OC)c1 | -3 | 9 | 7 | -1 | -4 | -8 | 0.4 | -3 | 2 | -2
O=C(CNS(=O)(=O)c1c(Cl)cccc1Cl)OCc1csc(-c2ccccc2)n1 | -1 | 1 | -15 | 6 | 3 | -1 | 1.3 | 4 | 1 | -55
O=C(C1=C(O)C(=O)N(CCN2CCOCC2)C1c1cccc(Br)c1)c1cccs1 (stereo not given) | -10 | 9 | -3 | -3 | -14 | 4 | -0.3 | 12 | -1 | -7
COc1ccccc1C(CC(N)=O)c1ccco1 (stereo not given) | 0 | -7 | -7 | -1 | 1 | 0 | -0.8 | 2 | 6 | 3
O=[N+]([O-])c1cccnc1N1CCN(Cc2ccc3c(c2)OCO3)CC1 | -7 | 6 | -8 | 2 | -7 | 3 | -0.2 | -1 | -1 | 4
NC(=O)c1ccc(N=C2C(=O)Nc3ccc([N+](=O)[O-])cc32)cc1 | -3 | 37* | 40* | 11* | -4 | 2 | -0.5 | 11 | 8 | 10
FC(F)Sc1ccc(NC(=S)NC2CCCCC2)cc1 | -6 | 5 | 0 | 8 | 7 | -8 | 0.1 | 7 | -5 | -1
CS(=O)(=O)N(Cc1ccc(Cl)cc1)c1ccc(C(=O)Nc2cccnc2)cc1 | 4 | 4 | 9 | 1 | 4 | -5 | -0.2 | 2 | 2 | -36
C/C(=N\NC(=O)CCc1ccc(S(=O)(=O)N2CCOCC2)cc1)c1ccc(OC(F)F)cc1 | -4 | 4 | -11 | 2 | -6 | -10 | 0.2 | -6 | -3 | -8
Cn1cnc2cc(NS(=O)(=O)c3ccc(Br)cc3)ccc21 | 2 | 13 | 0 | 3 | 4 | -2 | -0.3 | 1 | -3 | 1

4 compounds out of the list, sorted by length of the SMILES, descending.
SMILES | Tn7 DDE FP | ARFGAP1 inhibitor | ASAP1 GAP inh | PLCg1 inh | PLC-beta3 inh | Tn6 DDE FP | KLK7 zymogen act | Rev-erbA mod | UHRF1 MBD2 ctr | sPLA2-III inh
COc1ccc(CN2C(=O)[C@@H]3Cc4c([nH]c5ccccc45)C(C)(C)N3C2=O)cc1 | -8 | -6 | 10 | -4 | -3 | 5 | 0.8 | 3 | -1 | -26
CC(C)CC1NC(=O)c2ccc(Cl)cc2-n2c1nc1ccc(F)cc1c2=O (stereo not given) | 0 | 0 | 17 | -3 | -2 | 0 | -0.1 | 3 | 0 | -7
C=CCn1c(SCC(=O)NC2CCCCC2)nnc1-c1sc(N)nc1C | -2 | -3 | 15 | 3 | 5 | -2 | 0.3 | 6 | 0 | 1
CC1CN2C(c3ccc([N+](=O)[O-])cc3)=CSC2=N1 (stereo not given) | 3 | 5 | -10 | -3 | -5 | 1 | -0.2 | 8 | -3 | 3

Bioassay records (PubChem BioAssay)
